Screens (PubChem)
phage Ecoli inh: growth loss of phage-infected E. coli, primary screen, RecBCD inhibitor project, absorbance, with phage, HTS. actives 0.26% (n = 360,000). inhibition, % at 11.9 µM. AID 651602, 2012; in the data active = inhibition above about 11%
DSG3 Ab inh: inhibitors of pemphigus antibody binding to DSG3, primary screen, biochemical, bead-based, flow cytometry, scFv-GFP | Desmoglein-3 (Homo sapiens), P32926 | DSG3-coupled beads, scFv-anti-DSG3-GFP binding; stronger effect = lower value | binding (percent of control), % at 10 µM | actives 0.48% (n = 310,000);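 active = binding more than 3 SD below its plate's average and above zero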;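 also: hits lower antibody fragment binding to DSG3; some compounds called inactive have numbers as strong as hits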
PKA-R1A act: activators of PKA-R1A holoenzyme, primary screen, biochemical, fluorescence polarization, Cy5-IP20, bovine R1A, mouse PKAc; activation, % at 11.4 µM; cAMP-dependent protein kinase type I-alpha regulatory subunit (Bos taurus) + …; actives 0.083% (n = 340,000); PKA-R1A dissociation; scaled: DMSO 0%, 113 µM cGMP 100%;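 active = percent activation above the mean of all tested compounds plus 3 SD, cut at about 19% in these data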;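 also: higher means more PKAc released from R1A so a rise in polarization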
Tat export inh: E. coli Tat export inhibitors, primary screen, MC4100, TorA-mCherry reporter, fluorescence, single point | inhibition, % at 10 µM | actives 0.036% (n = 340,000);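 active = mean replicate inhibition at least 50% and at least half of replicates individually reaching 50%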;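 also: exported cargo escapes ClpAP degradation while cytoplasmic cargo is degraded and loses fluorescence; 0% = median of neutral control wells and 100% = median of NaSCN control wells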
AddAB inh: growth inhibition of E. coli expressing H. pylori AddAB, primary screen, AddAB inhibitor project, absorbance; inhibition, % at 11.9 µM; actives 0.29% (n = 330,000); AID 435030, 2010; in the data active = inhibition above about 12%;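 also: 0% = vehicle wells of infected cells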
PfHsp90 yeast 2: growth inhibition of PfHsp90-expressing yeast, primary screen, antimalarial PfHsp90 inhibitor project, S. cerevisiae, BacTiter-Glo luminescence, single point, set 2. BacTiter-Glo ATP, 48 h; yeast lacking PDR1 and PDR3 efflux regulators. inhibition, % at 9.4 µM. AID 504621, 2011. actives 0.32% (n = 310,000);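 active = every replicate shows inhibition above about 80%, whatever the replicate mean, limit read from the data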;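 also: 0% = DMSO neutral controls and 100% = 20 µM radicicol positive controls; yeast relying on Plasmodium falciparum Hsp90 in place of its own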
OPRM1-OPRD1 inv: inverse agonists of MOR-DOR heterodimerization, primary screen, cell-based, luminescence; actives 0.21% (n = 340,000); Mu-type opioid receptor (Homo sapiens) + Delta-type opioid receptor (Homo sapiens), …; AID 504357, 2011; inhibition, % at 9.3 µM; cell-based MOR-DOR heterodimer luminescence, inverse agonism; in the data active = inhibition above about 22%, passing the limit was not always enough;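 also: 0% = cells with DMSO and 100% = wells without cells with DMSO; values of inactives mirror those of a sister screen read the other way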
Target sequence (P35372 whole entry, looked up): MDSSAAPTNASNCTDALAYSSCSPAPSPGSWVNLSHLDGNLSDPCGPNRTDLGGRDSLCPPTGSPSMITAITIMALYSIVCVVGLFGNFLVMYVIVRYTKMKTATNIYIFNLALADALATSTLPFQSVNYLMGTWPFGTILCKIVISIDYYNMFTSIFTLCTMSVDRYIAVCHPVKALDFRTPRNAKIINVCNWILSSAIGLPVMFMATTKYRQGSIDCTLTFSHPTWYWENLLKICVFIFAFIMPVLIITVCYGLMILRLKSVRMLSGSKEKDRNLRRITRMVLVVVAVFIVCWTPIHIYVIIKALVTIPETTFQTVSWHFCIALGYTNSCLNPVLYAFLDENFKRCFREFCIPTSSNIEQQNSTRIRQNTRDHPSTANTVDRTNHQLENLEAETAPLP
Target sequence (P41143 whole entry, looked up): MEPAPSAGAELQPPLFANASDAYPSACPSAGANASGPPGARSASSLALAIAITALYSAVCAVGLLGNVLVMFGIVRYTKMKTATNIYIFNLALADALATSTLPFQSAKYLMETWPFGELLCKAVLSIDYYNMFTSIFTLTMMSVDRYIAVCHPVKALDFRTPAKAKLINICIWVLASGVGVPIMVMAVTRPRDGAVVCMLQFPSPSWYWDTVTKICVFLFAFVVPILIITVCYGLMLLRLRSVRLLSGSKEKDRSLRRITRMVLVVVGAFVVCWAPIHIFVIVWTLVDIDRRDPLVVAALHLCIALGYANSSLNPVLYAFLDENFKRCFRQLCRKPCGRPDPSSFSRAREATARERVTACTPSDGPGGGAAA
MOR-DOR ag: agonists of OPRM1-OPRD1 heterodimerization, primary screen, cell-based, luminescence; Mu-type opioid receptor (Homo sapiens) + Delta-type opioid receptor (Homo sapiens), …; cells; activation, % at 9.3 µM; actives 0.3% (n = 340,000); in the data active = activation above about 18%;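 also: 0% = vehicle-treated cells and 100% = reference agonist; values of inactives mirror those of a sister screen read the other way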
Arr AP2 block: inhibitors of beta-arrestin/AP2 binding, primary screen, biochemical, GPCR trafficking, flow cytometry; beta-arrestin 1 C-terminal peptide binding to AP2 beta2-adaptin appendage (human); FITC-arrestin peptide / GST-AP2 beads; AP2 beta2 appendage carries R879A mutation; actives 0.31% (n = 340,000); inhibition, % at 10 µM;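 active = inhibition above a set limit, near 3 SD of compounds lacking own fluorescence, cut at about 54% in these data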;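 also: plate controls were DMSO wells for no effect and 5 µM unlabelled arrestin peptide for full effect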
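test system = AP2 appendage R879A on GSH beads | buffer or medium = PBS plus Tween 20 (0.05%) and BSA (0.1%) | incubation = 12 min plus 1 h, RT | detection = bead flow cytometry, FITC channel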
SUMO Mot1 rescue: yeast Mot1-301 growth rescue at high temperature, primary screen, SUMOylation pathway inhibitor project, S. cerevisiae, ATP luminescence, 38.5C. actives 1% (n = 320,000). S. cerevisiae Mot1-301 growth rescue; percent above DMSO median, 100 means doubled. growth rescue, % at 18.8 µM;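 active = every valid replicate shows activation above 250% relative to neutral control wells; inactive = the rest, any valid replicate at or below 250%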;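 also: OY570 slx delta 5 strain wells were the positive control but not used for scaling; some compounds called inactive have numbers as strong as hits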
E coli growth: E. coli V3065 growth inhibition, primary screen, counter-screen for AddAB inhibitor project, absorbance, OD600; inhibition, % at 11.9 µM; 18 h; actives 0.27% (n = 330,000); AID 449728, 2010;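 active = inhibition above the campaign's mean inhibition across all tested compounds plus 3 SD, cut at about 9.9% in these data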;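 also: uninfected addAB+ strain grown without phage in ampicillin broth; 0% = DMSO wells and 100% = ciprofloxacin 0.95 µg/ml wells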
Active calls of the source: *; . = not tested or not shown.

SMILES	phage Ecoli inh	DSG3 Ab inh	PKA-R1A act	Tat export inh	AddAB inh	PfHsp90 yeast 2	OPRM1-OPRD1 inv	MOR-DOR ag	Arr AP2 block	SUMO Mot1 rescue	E coli growth
Cc1ccc(NC2=C(Cl)C(=O)N(C3CCCCC3)C2=O)cc1	1.0	95	3	-7	3.1	-42	16	-2.6	2	-1	1.0
Oc1cccc2ccc(/C=C/c3ccc(Br)s3)nc12	3.4	100	1	4	-0.4	-50	-10	1.7	8	6	-1.2
Nc1cc(N)nc(SCC(=O)c2ccccc2)n1	3.7	96	-1	1	1.3	14	10	-1.7	31	2	-1.5
Cc1csc(SCC(=O)c2cc(C)n(Cc3cccs3)c2C)n1	1.6	.	8	-1	-5.5	2	-3	0.6	11	31	-0.6
Cc1ccccc1NC(=O)C1C2/C=C\CCCCC21 (stereo not drawn)	1.0	96	4	2	1.9	-32	-7	1.2	1	-3	0.2
C=CCN=C1SC(CC)C(=O)N1S(=O)(=O)c1ccc(C)cc1 (stereo not drawn)	3.2	103	10	3	2.7	25	9	-1.6	25	3	-2.4
COc1ccc(CNC(=O)c2ccc(CS(=O)Cc3ccc(Cl)cc3)o2)cc1 (stereo not drawn)	1.0	.	-1	-5	2.5	3	15	-2.8	27	1	-2.4
CCN(CC(=O)Nc1c(F)cccc1F)C(=O)Cc1ccc(OC)c(S(=O)(=O)N2CCOCC2)c1	3.0	100	-12	0	2.0	-45	1	-0.2	4	1	0.6
CCN1CCN(C(c2cccs2)C(C)NC(=O)NC2CCCCC2)CC1 (stereo not drawn)	0.7	99	10	-12	0.0	18	0	0.1	-4	-12	-1.5
COCCCNc1nc2ccccc2nc1NS(=O)(=O)c1ccc(C)cc1C	1.9	93	-2	-4	0.9	-29	12	-2.2	19	0	0.3
O=C(NC(=S)N1CCN(c2ccccc2)CC1)c1ccc(S(=O)(=O)N2CCOCC2)cc1	3.5	90	-11	5	-2.0	16	4	-0.9	7	-5	-0.6
C=C(C)c1cccc(C(C)(C)NC(=O)N2CCCCC2CC)c1 (stereo not drawn)	2.1	94	-6	-3	1.1	5	-11	1.8	7	-7	0.8
O=C(NC(C(=O)N/N=C/c1ccccc1)c1n[nH]c(=O)c2ccccc12)c1ccccc1 (stereo not drawn)	4.2	105	-13	-9	1.7	17	22	-3.9	-2	117	-1.0
CCCn1cnc2scc(-c3ccc(C)cc3)c2c1=O	1.4	81	2	-8	1.0	-8	21	-4.2	3	-14	0.3
O=C(CCSc1ccccc1)N1CCN(c2ccccc2)CC1	3.6	105	-8	7	4.7	2	5	-1.1	-8	4	1.2
O=C(O)c1cccc(NC(=S)NC(=O)c2cccc(OCc3ccccc3)c2)c1	0.4	107	-6	10	-0.2	20	24	-5.3	-3	-13	-3.3
COC(=O)c1sc(-c2ccc(Cl)cc2)cc1N	2.6	94	.	-1	-1.4	-51	.	.	-4	180	0.9
COc1ccccc1CNCC(=O)NCc1ccc(C)cc1	2.7	99	-12	0	-0.8	0	13	-2.6	45	0	-0.8
CC(=O)Nc1ccc(S(=O)(=O)NCC2CCC(C(=O)NCCc3ccccc3)CC2)cc1 (stereo not drawn)	0.7	89	-4	-1	2.4	-5	12	-2.4	3	5	-2.6
O=C(NC1CCN(C(=O)NCc2ccccc2)CC1)c1ccco1	3.7	96	9	-5	-0.1	-24	10	-1.5	5	7	0.9
COc1cccc(-c2nnn(CC(=O)Nc3ccc(C)cc3C)n2)c1OC	1.0	99	0	6	0.3	-14	-19	3.8	11	-2	-1.0
CC(C)(C)c1ccc(S(=O)(=O)N2CC(=O)Nc3ccccc32)cc1	1.9	103	3	7	2.8	.	20	-4.4	-2	.	-0.8
Cn1c(=O)n(C)c2cc(S(=O)(=O)NCCO)ccc21	3.1	110	-14	-8	-1.8	3	8	-1.4	6	390	0.4
Cc1c(C(=O)NNS(=O)(=O)c2ccccc2Cl)sc(=S)n1C	3.4	101	-2	21	2.0	-11	8	-1.6	6	8	1.4
Cc1cc2c(Nc3ccccc3)ncnc2s1	2.0	104	-4	6	-1.5	.	5	-1.0	7	-5	1.0

Quoted from the listing:
Cc1csc(SCC(=O)c2cc(C)n(Cc3cccs3)c2C)n1 in AddAB inh reads -5.5
Oc1cccc2ccc(/C=C/c3ccc(Br)s3)nc12 in phage Ecoli inh reads 3.4
COc1cccc(-c2nnn(CC(=O)Nc3ccc(C)cc3C)n2)c1OC in Tat export inh reads 6
C=C(C)c1cccc(C(C)(C)NC(=O)N2CCCCC2CC)c1 (stereo not drawn) in OPRM1-OPRD1 inv reads -11
Cn1c(=O)n(C)c2cc(S(=O)(=O)NCCO)ccc21 in MOR-DOR ag reads -1.4
Nc1cc(N)nc(SCC(=O)c2ccccc2)n1 in PfHsp90 yeast 2 reads 14

Remaining list, next part.
SMILES	phage Ecoli inh	DSG3 Ab inh	PKA-R1A act	Tat export inh	AddAB inh	PfHsp90 yeast 2	OPRM1-OPRD1 inv	MOR-DOR ag	Arr AP2 block	SUMO Mot1 rescue	E coli growth
CCn1ncc(Br)c1C(=O)Nc1ccc(C(C)C)cc1	0.7	115	-8	0	4.8	27	-25	5.3	15	-3	0.5
Cc1ccccc1-n1cnc2c(sc3nc(N4CCOCC4)c4c(c32)CCCC4)c1=O	2.5	105	1	1	2.3	-29	6	-1.1	-4	1	-1.3
CCC1CCCCN1c1nc(-c2ccncc2)nc2ccccc12 (stereo not drawn)	-0.2	102	-15	7	0.3	6	-11	2.0	14	-2	-0.5
COc1ccc(NC(=O)CSCc2ccc(C#N)cc2)c(OC)c1	3.9	97	-5	5	3.4	0	4	-0.9	-2	-38	1.3
CCOC(=O)C(CC(=O)O)NCc1ccco1 (stereo not drawn)	2.6	96	13	6	3.2	7	8	-1.5	27	50	-0.7
Cn1nc(C(=O)NC2CCCCC2)c2c1-c1ccccc1S(=O)(=O)C2	0.9	108	-14	1	3.9	2	8	-1.7	5	-5	1.8
CCCCn1nc(NC(=O)c2cccs2)c2cc3ccccc3nc21	2.8	111	-1	8	1.4	.	2	-0.3	-14	47	0.4
CCCn1c(=S)[nH]c2cc(C(=O)N3CCCC(C(=O)OCC)C3)ccc2c1=O (stereo not drawn)	1.6	103	-4	4	1.3	.	-23	4.2	5	-13	-1.1
Cc1cc2c(cc1C)N(C(=O)CSC1=NCCS1)C(C)(C)c1ssc(=S)c1-2	1.9	90	0	-6	2.1	.	5	-0.8	-1	-11	-1.7
COc1cccc2cc(C(=O)N3C(C)CCCC3C)c(=O)oc12 (stereo not drawn)	2.6	100	-1	5	0.0	0	12	-2.1	30	-26	-0.2
Cc1cc(C2=NNC(=Nc3ccccc3)SC2)c(C)n1C	1.2	88	2	-8	0.4	-17	25	-5.5	3	-10	-2.0
CC(=O)N(c1ccc(Cl)cc1)c1cn(C(C)=O)c2ccccc12	0.7	110	3	-4	-0.1	.	2	-0.3	32	-15	1.0
Cn1cc(/C=C/C(=O)N2CCCC(C(=O)c3cccc(C(F)(F)F)c3)C2)cn1 (stereo not drawn)	3.5	94	-3	0	2.1	29	10	-1.9	-14	-20	-0.4
O=C(CN(C(=O)CNC(=O)c1ccco1)c1ccccc1F)NC1CCCCC1	0.7	94	3	-7	2.0	0	9	-1.4	4	-5	-1.1
O=C(NCc1ccco1)C1CCN(S(=O)(=O)c2cccc3cccnc23)CC1	3.0	105	1	-1	3.3	-9	4	-0.8	36	2	-2.8
CCNS(=O)(=O)c1cc(OC)c(Cl)cc1OC	1.6	106	8	-3	-0.8	-7	11	-2.0	.	-8	0.7
CN(Cc1cccs1)C(=O)CSc1nc2ccccc2[nH]1	1.6	104	-7	-2	-1.8	-21	17	-3.6	-12	158	0.3
Cc1nn(C)c(Cl)c1CN1CCC(n2nccc2NC(=O)C2CCCC2)CC1	1.3	112	0	12	.	10	-11	2.1	-3	-1	.
O=C(Nc1ccc2c(c1)OCO2)C1CCCN1C(=O)OCc1ccccc1 (stereo not drawn)	1.7	107	6	-1	3.5	33	7	-1.6	11	15	-0.4
CC(=O)N(/N=C1/C(=O)Nc2ccccc21)c1ccccc1	1.7	106	2	8	1.2	-20	-12	2.2	50	15	-0.3
C=CCn1c(=O)c2ccc(C(=O)NCc3ccccc3)cc2n(Cc2ccc(C)cc2)c1=O	2.1	106	8	8	-0.8	-5	0	0.0	-1	23	-0.5
Cc1ccc(NC(=O)c2ccc(S(=O)(=O)NCC3CCCO3)cc2)cc1C (stereo not drawn)	3.2	.	-7	1	2.0	4	6	-1.2	14	.	-1.6
CCn1c(N2CCN(CC(=O)c3c(C)n(C)c4ccc(OC)cc34)CC2)nc2c1c(=O)[nH]c(=O)n2C	5.6	102	.	4	2.8	.	.	.	11	-2	-0.7
COC(=O)N/N=C/c1ccccc1OCCOc1ccc(OC)cc1	1.9	101	-12	-11	1.5	-19	12	-2.4	5	350	0.1
O=[N+]([O-])c1ccc(N2CCOCC2)cc1	3.6	92	-3	-1	.	.	12	-2.3	-16	.	.

Of the compounds above, two contain a COOH group:
SMILES	phage Ecoli inh	DSG3 Ab inh	PKA-R1A act	Tat export inh	AddAB inh	PfHsp90 yeast 2	OPRM1-OPRD1 inv	MOR-DOR ag	Arr AP2 block	SUMO Mot1 rescue	E coli growth
O=C(O)c1cccc(NC(=S)NC(=O)c2cccc(OCc3ccccc3)c2)c1	0.4	107	-6	10	-0.2	20	24	-5.3	-3	-13	-3.3
CCOC(=O)C(CC(=O)O)NCc1ccco1 (stereo not drawn)	2.6	96	13	6	3.2	7	8	-1.5	27	50	-0.7
